Giardia FBPA inh: inhibitors of Giardia lamblia fructose-1,6-bisphosphate aldolase; Potency, µM (highest dose often 59.6 µM), without a hit: top-dose activity, negative = inhibition, hits mostly inhibitors; 0.71% of 290,000 active; purified Giardia FBPA; A8B2U2; AID 2451; also: potency is read from the fitted curve at half-maximal effect; nearly all actives have a fitted effect of over 55% in size
Target sequence (A8B2U2 whole entry, looked up): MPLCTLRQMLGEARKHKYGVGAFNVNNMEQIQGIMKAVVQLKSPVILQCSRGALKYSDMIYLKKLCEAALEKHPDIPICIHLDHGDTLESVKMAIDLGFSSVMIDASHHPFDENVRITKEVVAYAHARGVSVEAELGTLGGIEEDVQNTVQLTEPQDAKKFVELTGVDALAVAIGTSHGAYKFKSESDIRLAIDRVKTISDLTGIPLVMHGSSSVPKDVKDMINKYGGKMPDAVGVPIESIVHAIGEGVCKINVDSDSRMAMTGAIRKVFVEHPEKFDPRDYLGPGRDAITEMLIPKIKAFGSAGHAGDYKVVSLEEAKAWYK
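40 nM FBPA preincubated 10 min at RT with compound (up to 57.5 uM final), then substrate plus GAPDH/TPI/NAD/arsenate coupling and diaphorase/resazurin added. Fluorescence read after 20 min at RT, 525/598 nm.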
AmpC inh detg: inhibitors of E. coli AmpC beta-lactamase with detergent. Potency, µM (doses to about 114 µM), for inactives: top-dose activity change, negative = inhibition, actives largely listed as inhibitors. P00811. AID 485294. 0.041% of 370,000 active. AmpC hydrolysis of nitrocefin, absorbance 480 nm, 0.01% Triton;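 also: potency is read from the fitted curve at half-maximal effect; 0% = no-compound wells and -100% = no-enzyme wells; nearly all actives have a fitted effect of over 25% in size; some results filed as inactive show a strong effect at the top dose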
Target sequence (P00811 whole entry, looked up): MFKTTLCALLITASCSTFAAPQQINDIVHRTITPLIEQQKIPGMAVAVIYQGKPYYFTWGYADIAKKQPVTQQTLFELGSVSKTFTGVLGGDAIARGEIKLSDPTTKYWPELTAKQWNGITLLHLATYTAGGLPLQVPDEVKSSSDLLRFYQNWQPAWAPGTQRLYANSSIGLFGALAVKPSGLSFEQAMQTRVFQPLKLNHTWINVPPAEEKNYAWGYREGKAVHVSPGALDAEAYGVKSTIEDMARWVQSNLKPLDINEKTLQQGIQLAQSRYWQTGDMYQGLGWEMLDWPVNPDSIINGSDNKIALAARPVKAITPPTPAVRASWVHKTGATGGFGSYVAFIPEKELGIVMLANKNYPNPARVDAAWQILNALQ
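20 mM phosphate pH 7.0 + 0.01% (detergent screen) or 0.0001% Triton X-100; 5.3 nM AmpC reagent; cpd preinc 15 min RT; nitrocefin (800 uM stock) to start; A480 q20 s × 4 min; Activity was normalised to no-enzyme and no-compound control wells.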
HCMV antiviral: inhibitors of human cytomegalovirus; HFF cells, HCMV-luciferase reporter, 72 h; hits give low values; activity change, negative = inhibition, % at 57.5 µM; 4.5% of 410,000 active; AID 1259415; in the data active = activity change below about -60%; inconclusive = no clear call, values can overlap the other calls; inactive = above about -39%
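Inhibition of viral replication was scored as loss of reporter luminescence in HFFs infected with HCMV-luciferase (MOI 1 PFU/cell) for 72 h; compounds tested at 2 doses, normalized to buffer and Salinomycin controls.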
Sm TGR block: blocks Schistosoma mansoni thioredoxin glutathione reductase; Q962Y6; purified TGR, DTNB reduction, TNB absorbance 405 nm; Potency, µM (titrated, usually from 114 µM), without a hit: at the highest dose activity change, negative = inhibition, hits mostly inhibitors; 3% of 360,000 active; AID 485364; also: potency is read from the fitted curve at half-maximal effect; nearly all actives have a fitted effect of over 60% in size
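First, TGR (20 nM dispensed) and NADPH were mixed with compound. Second, a 15 min room-temperature incubation followed. Third, further NADPH and then DTNB were added to start the reaction. Finally, TNB absorbance was monitored kinetically.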
HCV inh: blocks hepatitis C virus. Huh7.5.1 HCVcc-Cre infection, luciferase reporter, 44 h. 3.4% of 340,000 active. Potency, µM (doses to about 41.8 µM), for inactives: at the highest dose activity change, negative = inhibition, most hits filed as inhibitors; also: potency is read from the fitted curve at half-maximal effect
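Luciferase read-out (15 sec integration) after a 15 min room-temperature substrate step quantifies HCVcc-Cre infection. Cells, 1,000 per well, had compound added 4 h post-plating, then virus at ~0.5 moi, and were cultured 44 h.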
AmpC inh no detg: blocks E. coli AmpC beta-lactamase in detergent-free assay | AmpC nitrocefin hydrolysis, absorbance 480 nm, 0.0001% Triton | P00811 | Potency, µM (titrated, usually from 57.1 µM), for the others: at the highest dose activity change, negative = inhibition, usual class: inhibitors | 0.52% of 330,000 active;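 also: potency is read from the fitted curve at half-maximal effect; plate controls were no compound for no effect and no enzyme for full effect; nearly all actives have a fitted effect of over 20% in size; some results filed as inactive show a strong effect at the top dose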
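AmpC (5.3 nM in the dispensed reagent) in 20 mM phosphate pH 7.0 with 0.01% (detergent screen) or 0.0001% Triton X-100 was preincubated with compounds for 15 min at room temperature. Nitrocefin was then added from an 800 uM solution, and hydrolysis was followed at 480 nm.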
The depositor's hits bear a star; ? = inconclusive; · = not tested or not shown; [ ] = dose if it differs, or a comment. Unless noted, calls follow the shape of the dose curve; as a rule, active = well fitted curve in the direction sought with a large enough effect; inconclusive = small, poorly fitted or top-dose-only effect, or another doubt; inactive = no such curve, though single readings can be large; an effect the other way counts as inactive or inconclusive. Unless noted, % is scaled to controls: 0 for no effect and ±100 for the full control effect.

SMILES	Giardia FBPA inh	AmpC inh detg	HCMV antiviral	Sm TGR block	HCV inh	AmpC inh no detg
CC(C)(C)OC(=O)N1CCC(CNC(=O)c2ccccc2)CC1	4%	-6%	-5	-2%	9%	16%
Cc1nnc(SCc2cc(=O)c3cc(F)ccc3[nH]2)n1C	·	3%	18	2%	·	·
Cc1cc(OCC(=O)N2CCc3ccccc3C2)c2c(-c3ccccc3)cc(=O)oc2c1	4%	1%	?	4%	?	29%
c1ccc(CCn2nnnc2CN2CCc3ccccc32)cc1	-4%	5%	-15	13µM*	-13%	-6%
COc1ccc(-c2c(C#Cc3ccsc3)c3cc(-c4ccc(C(N)=O)cc4)ccc3n2C)cc1	·	·	?	·	7.1µM*	-21%
Cc1ccc(NC(=S)NCC2CCCO2)c(OC(F)F)c1 (configuration not stated)	-1%	?	-15	-34%	18%	-13%
COc1cccc(CN=CC2=C(O)CC(C)(C)CC2=O)c1OC	2%	?	-5	5%	13%	-5%
O=C(CSc1nnc(-c2ccncc2)n1CC1CCCO1)NCc1ccccc1 (configuration not stated)	2%	2%	-3	-31%	19%	-24%
Cc1cccc(C)c1-n1c(C)nn(CC2CC2)c1=O	7%	?	21	8%	28%	1%
CN(C)S(=O)(=O)c1cccc(-c2nn(-c3ccccc3)cc2/C=C(\C#N)c2nc3ccccc3[nH]2)c1	-2%	-12%	21	6%	?	-40%
CCN(CC)CCOC(=O)c1cccc(Cl)c1	8%	-3%	37	3%	-24%	-17%
O=C(Nc1ccc2c(c1)OCCO2)c1ccoc1	0%	-4%	-37	0%	0%	-16%
CC1Cc2ccccc2N1C(=O)C1CCCN1S(=O)(=O)c1ccc(Cl)cc1 (configuration not stated)	-1%	?	18	-27%[11.4 µM]	?	-17%
CCN1CCN(C(c2ccc(OC)cc2)c2c(O)cc(C)n(Cc3ccco3)c2=O)CC1 (configuration not stated)	·	-1%	3	5.6µM*	·	·
CCOC(=O)c1c(NC(=O)c2ccccc2C(=O)O)sc2c1CCC2	20%	-2%	-14	4%	-5%	-23%
CC(C)Oc1ccc(C(=O)NC(C)(C)CO)cc1	7%	3%	31	-6%	0%	-5%
CCOC(=O)c1c(C)oc2nc(C)nc(NCc3ccc(OC)cc3OC)c12	·	0%	13	-8%	·	·
COC(=O)C1=C(c2ccc(OC(F)(F)F)cc2)C[C@@H]2CC[C@H]1N2C(=O)N1CCCC1	·	5%	?	-18%	13µM*	165%[activator]
O=C(CCC(=O)N1CCN(S(=O)(=O)c2ccccc2)CC1)NC1CCCc2ccccc21 (configuration not stated)	5%	?	-26	0%	2%	66%[activator]
CC1=Nc2cc(C(=O)NCCCOC(C)C)ccc2Sc2ccc(C)cc21	2%	-6%	-76*	-15%	-11%	152%[activator]
Cc1nn(C)c(C)c1NC(=O)/C(C#N)=C\N(C)C	5%	?	43	24%	4%	-13%
COC(=O)CN1C(=O)C2(C(C#N)=C(N)Oc3ccccc32)C2=C1CC(C)(C)CC2=O (configuration not stated)	-4%	?	-37	-12%	8%	-1%
C#CCOCCOCCOCCNc1nc(N2CCN(C(=O)CCCCCCCCCCNC(=O)[C@H](CCC(=O)O)n3cc(CCCCCN)nn3)CC2)nc(N2CCN(C(=O)CCCCCCCCCCNC(=O)[C@@H]([C@H](C)O)n3cc(C)nn3)CC2)n1	·	-9%	·	-31%	6%	182%[activator]
COc1cccc(/C=C/C(=O)Nc2ccccc2N2CCOCC2)c1	-10%	-1%	-22	3%	?	2%

Reformatted: entries from further up
Below each SMILES – Giardia FBPA inh	AmpC inh detg	HCMV antiviral	Sm TGR block	HCV inh	AmpC inh no detg
- COc1cccc(CN=CC2=C(O)CC(C)(C)CC2=O)c1OC
    2%	?	-5	5%	13%	-5%
- O=C(CSc1nnc(-c2ccncc2)n1CC1CCCO1)NCc1ccccc1 (configuration not stated)
    2%	2%	-3	-31%	19%	-24%
- Cc1cccc(C)c1-n1c(C)nn(CC2CC2)c1=O
    7%	?	21	8%	28%	1%
- CN(C)S(=O)(=O)c1cccc(-c2nn(-c3ccccc3)cc2/C=C(\C#N)c2nc3ccccc3[nH]2)c1
    -2%	-12%	21	6%	?	-40%
- CCN(CC)CCOC(=O)c1cccc(Cl)c1
    8%	-3%	37	3%	-24%	-17%
- O=C(Nc1ccc2c(c1)OCCO2)c1ccoc1
    0%	-4%	-37	0%	0%	-16%
- CC1Cc2ccccc2N1C(=O)C1CCCN1S(=O)(=O)c1ccc(Cl)cc1 (configuration not stated)
    -1%	?	18	-27%[11.4 µM]	?	-17%
- CCN1CCN(C(c2ccc(OC)cc2)c2c(O)cc(C)n(Cc3ccco3)c2=O)CC1 (configuration not stated)
    ·	-1%	3	5.6µM*	·	·
- CCOC(=O)c1c(NC(=O)c2ccccc2C(=O)O)sc2c1CCC2
    20%	-2%	-14	4%	-5%	-23%
- CC(C)Oc1ccc(C(=O)NC(C)(C)CO)cc1
    7%	3%	31	-6%	0%	-5%
- CCOC(=O)c1c(C)oc2nc(C)nc(NCc3ccc(OC)cc3OC)c12
    ·	0%	13	-8%	·	·
- COC(=O)C1=C(c2ccc(OC(F)(F)F)cc2)C[C@@H]2CC[C@H]1N2C(=O)N1CCCC1
    ·	5%	?	-18%	13µM*	165%[activator]
- O=C(CCC(=O)N1CCN(S(=O)(=O)c2ccccc2)CC1)NC1CCCc2ccccc21 (configuration not stated)
    5%	?	-26	0%	2%	66%[activator]
- CC1=Nc2cc(C(=O)NCCCOC(C)C)ccc2Sc2ccc(C)cc21
    2%	-6%	-76*	-15%	-11%	152%[activator]
- Cc1nn(C)c(C)c1NC(=O)/C(C#N)=C\N(C)C
    5%	?	43	24%	4%	-13%

Next section:
SMILES	Giardia FBPA inh	AmpC inh detg	HCMV antiviral	Sm TGR block	HCV inh	AmpC inh no detg
N#Cc1ccc(COC(=O)CCc2c[nH]c3ccccc23)cc1	·	0%	-25	0%	9%	-10%
CC(=O)Nc1ccc(NC2=C(Cl)C(=O)c3ccccc3C2=O)cc1	?	17%	-101*	0.89µM*	3.2µM*	-20%
O=C(NCc1cccnc1)/C(=C/c1ccc(-c2cccc(C(F)(F)F)c2)o1)NC(=O)c1ccccc1	-4%	1%	-6	2%	2%	164%[activator]
COC(=O)C(C(=O)NCC1CCCO1)C1CCCCCC1 (configuration not stated)	10%	-3%	3	4%	16%	-12%
Cc1cc(NC(=O)c2ccc(Br)c([N+](=O)[O-])c2)no1	0%	0%	-33	2%	11%	-22%
Cc1ccc(N2C(=O)[C@@H]3CSC(c4ccc(F)cc4)N3C2=O)cc1 (some centres not stated)	·	-3%	-17	-6%	·	·
COc1cccc(NC(=O)CSc2nc3c(sc4ccccc43)c(=O)n2CCCN2CCCC2)c1	-14%	0%	-102*	-3%	?	102%[activator]
CC(C)(C)C(=O)N1CCC(O)(CS(=O)(=O)c2ccc(Cl)c(Cl)c2)CC1	4%	?	-22	11%	8%	2%
COC(=O)Cc1c(C)nc2nc(-c3ccco3)[nH]n2c1=O	-28%	-9%	29	12%	8%	-26%
O=[N+]([O-])c1ccc(N2CCNCC2)cc1Sc1nc2ccccc2[nH]1	2%	-15%	-11	-2%	-17%	-10%
CCOc1ccc2nc(NS(=O)(=O)c3cccs3)sc2c1	-28%	?	5	-11%	29%	-20%
COc1ccc(Cl)cc1Nc1nnc(-c2ccncc2)s1	-10%	1%	-26	-27%	2%	-19%
CCC(C)NC(=O)N[C@@H](Cc1ccccc1)C(=O)O (some centres not stated)	-9%	0%	-25	0%	10%	-15%
CC1(C)C[C@H](O)[C@]2(CO)CC[C@]3(C)C(=CCC4[C@@]5(C)CC[C@H](O)C(C)(C)C5CC[C@]43C)[C@@H]2C1 (some centres not stated)	·	-1%	7	-3%	5%	-26%
O=C(CCCCCN1C(=O)[C@@H]2Cc3ccccc3CN2C1=O)Nc1cccc(F)c1	·	1%	-11	3%	?	32%
C=CCNC(=S)N1CCC(Cc2ccccc2)CC1	?	-1%	13	-2%	-8%	-8%
COc1ccc(Nc2nnc(-n3nc(C)cc3C)c3ccccc23)cc1	·	14%	-13	-2%	·	·
CCOC(=O)/C(C#N)=C(\O)c1ccc(NC(=O)c2ccc([N+](=O)[O-])cc2)cc1	12%	0%	-17	-8%	-5%	-46%
COc1cccc(NC(=O)N2CCN(c3cccc(C)c3C)CC2)c1	-5%	?	9	7%	?	-29%
CCCC[C@]12Cc3cc(C#N)ccc3C(O1)c1c(cc(-c3ccccc3)oc1=O)O2	48%[12.9 µM]	-10%[22.9 µM]	·	?	·	-26%[11.4 µM]
O=C1N/C(=N\N=C\c2cccnc2)SC1Cc1ccc(SC(F)F)cc1 (configuration not stated)	0%	-9%	-85*	-8%	?	-17%
CCCC(=O)N1CCC(Cc2ccccc2)CC1	7%	1%	1	-17%	2%	-3%
Cc1ccc(C(=O)N2CCN(c3ccc([N+](=O)[O-])cc3)CC2)o1	·	2%	-25	5%	0%	-1%
O=c1[nH][nH]c(-c2ccccc2)c1C=Nc1cccc(Cl)c1	-1%	1%	1	3%	-3%	27%
COCCNC(=O)NC(=O)COC(=O)c1ccc2[nH]c3c(c2c1)CCCC3	1%	7%	106	3%	?	-2%
O=C(CSc1nnc(SCc2cccc3ccccc23)s1)Nc1ccc(C(=O)O)cc1	13%	-1%	-19	-3%	9%	-40%
C=C(C)CSc1nnc2n(Cc3ccccc3)c(=O)c3c4c(sc3n12)CCC4	6%	-14%	29	10%	?	-8%
O=C(COC(=O)CCN=C1NS(=O)(=O)c2ccccc21)NNC(=O)c1ccc(Cl)cc1	·	?	-9	-18%	11%	-20%
Cc1cc2c(cc3c(SCC(=O)Nc4cccc(Cl)c4C)nnc(C)n32)o1	·	-8%	2	-8%	·	·
COc1ccc(NC(=O)CSc2nnc(CN3CCOCC3)n2-c2ccccc2)cc1Cl	2%	?	-7	8%	-10%	154%[activator]
CCC1=NN(C(=O)Cc2ccc([N+](=O)[O-])cc2)C(O)(C(F)(F)F)C1 (configuration not stated)	12%	6%	-8	4%	2%	-5%
O=C(COC(=O)/C=C/c1ccc(F)cc1)NC1CCS(=O)(=O)C1 (configuration not stated)	·	-5%	3	7%	9%	-36%

Screening results (PubChem)
